TCR activator: Activators of T cell receptors: qHTS campaign; Potency, µM (doses to about 9.22 µM), without a hit: top-dose activation of IL-2 secretion, most hits filed as activators; AID 504894, 2011; primary human leukocytes, anti-CD3, IL-2 HTRF, 48 h; 330,000 tested, under 10 active; further: % of control where 0% means no effect
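Compounds are tested in HTS on primary human leukocytes co-incubated with a-CD3 beads for 48 hr. IL-2 output is measured by time-resolved FRET.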
PTAP TSG101 blk: qHTS Assay for Iinhibitors of HIV-1 Budding by Blocking the Interaction of PTAP/TSG101. Potency, µM (top dose mostly 115 µM), for the others: at the top dose activity change, negative = inhibition, actives largely listed as inhibitors. Fluorescence polarization, FITC-PTAP peptide / Tsg101 binding. 340,000 tested, under 10 active; active means well fitted inhibition curve with a large enough effect in the main read-out, with a control signal flat, not every such curve was filed as active; inconclusive means small, poorly fitted or top-dose-only effect, or effect the other way, or a change in a side signal; inactive means no such curve, though single readings can be large or run the other way; further: potency means the concentration at half of the fitted maximal effect; % of control where 0% means no effect
Target sequence (Q99816 whole entry, looked up): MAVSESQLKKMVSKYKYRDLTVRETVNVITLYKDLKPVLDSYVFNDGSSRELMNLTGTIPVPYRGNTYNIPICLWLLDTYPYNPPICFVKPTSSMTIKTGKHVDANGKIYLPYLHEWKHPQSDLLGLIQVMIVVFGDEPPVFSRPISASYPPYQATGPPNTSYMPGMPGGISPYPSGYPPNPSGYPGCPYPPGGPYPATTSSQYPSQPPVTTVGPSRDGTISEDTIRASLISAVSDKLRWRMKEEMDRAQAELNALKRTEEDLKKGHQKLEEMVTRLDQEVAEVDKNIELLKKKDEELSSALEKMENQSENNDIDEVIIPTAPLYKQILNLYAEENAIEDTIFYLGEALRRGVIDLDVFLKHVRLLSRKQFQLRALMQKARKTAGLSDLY
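Fluorescence anisotropy tracks displacement of a FITC-tagged PTAP peptide (50 nM) from the Tsg101 binding domain (10 uM), following a 20 min room-temperature incubation at pH 7.5.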
AT treatment: qHTS Assay for Identifying a Potential Treatment of Ataxia-Telangiectasia; AID 485349, 2010; […] A-T fibroblasts, KAP-1 phosphorylation AlphaLISA; neocarzinostatin DNA damage 30 min before lysis; 320,000 tested, 0.19% active; Potency, µM (titrated, usually from 57.5 µM), for inactives: at the highest dose activation, actives largely listed as activators; further: potency means the concentration at half of the fitted maximal effect; % of control where 0% means no effect; nearly all actives have a fitted effect of over 45% in size
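ATM-like activity read as KAP-1 phosphorylation via AlphaLISA donor/acceptor antibody pairs after lysis and 6 hr at 25C. Cells were ATM-null patient fibroblasts ([…], hTERT), dosed 60 min, then exposed to the DSB inducer NCS for 30 min.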
a7 integrin act: qHTS for Activators of Integrin-Mediated Alleviation for Muscular Dystrophy; alpha7betagal myoblasts, beta-gal FDG fluorescence, 48 h; Potency, µM (titrated, usually from 38.3 µM), inactives show at the highest dose activation, actives largely listed as activators; 350,000 tested, 0.064% active;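 further: potency means the concentration at half of the fitted maximal effect; 100% = response of the positive control SU9516; nearly all actives have a fitted effect of over 60% in size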
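Alpha7betagal+/- myoblasts (passage 13) were plated 16-24 hr, then exposed to compounds (1:260 dilution of DMSO stock) for 48 hours at 37C. After MPER lysis, β-galactosidase reporter activity was read as FDG fluorescence (ex 480/em 540) after 30 minutes.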
TSHR antagonist: Antagonists of the Thyroid Stimulating Hormone Receptor: HTS campaign. TSHR-expressing cells, TSH-stimulated cAMP HTRF, 2 h; active compounds read low. 330,000 tested, 0.2% active. activity change, negative = inhibition, % at 11.5 µM. Thyrotropin receptor (Homo sapiens), P16473;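 active means activity change below a set negative limit, meaning inhibition stronger than a set level, cut at about -70% in these data; inconclusive means activity change between two set negative limits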; further: on the % scale 0 is the no-effect control and ±100 the full control effect
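TSHR-expressing cells, 200/well, pre-treated with compound, then stimulated with EC80 TSH (4nM final) for 2 hours at 37 deg C. cAMP measured by competitive HTRF: anti-cAMP cryptate antibody in lysis buffer plus cAMP-d2, read after 30 minutes at room temperature.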
MBNL1 CUG block: qHTS Assay for Inhibitors of MBNL1-poly(CUG) RNA binding. TR-FRET MBNL1-His/biotin-(CUG)12 binding, 665/545 ratio. Potency, µM (highest dose often 57.5 µM), without a hit: at the top dose activity change, negative = inhibition, most hits filed as inhibitors. 280,000 tested, 0.036% active. AID 2675, 2010; active means well fitted inhibition curve with a large enough effect in the signal ratio, with a control signal flat, not every such curve was filed as active; inconclusive means small, poorly fitted or top-dose-only effect, or effect the other way, or a change in a side signal; inactive means no such curve, though single readings can be large or run the other way; the % refers to the signal ratio; further: potency means the concentration at half of the fitted maximal effect; on the % scale 0 is the no-effect control and ±100 the full control effect
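His-tagged MBNL1 binding to biotinylated (CUG)12 RNA was measured by TR-FRET using terbium anti-His antibody (0.055 ng/ul final) and streptavidin-XL665 (5 nM final). Compounds were titrated 92 nM to 58 uM; 60 min at room temperature.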
Mito fusion yeast: qHTS Assay for Small Molecule Inhibitors of Mitochondrial Division or Activators of Mitochondrial Fusion. Potency, µM (doses to about 46.1 µM), inactives show at the highest dose growth rescue (activation), hits mostly activators. 320,000 tested, 0.23% active. S. cerevisiae fusion-defective mutant growth rescue, CellTiterGlo 48 h. AID 485298, 2010;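 further: potency means the concentration at half of the fitted maximal effect; % of control where 0% means no effect; nearly all actives have a fitted effect of over 45% in size; temperature-sensitive fusion mutants such as fzo1-1 at 37 °C on non-fermentable ethanol glycerol medium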
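Compounds are tested for their ability to restore growth of mitochondrial fusion-defective yeast strains at non-permissive 37C in YPEG medium over 48 hours. Viability is quantified by luciferase luminescence.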
CXXC DNA block: qHTS Fluorescence Polarization Assay for Inhibitors of MLL CXXC domain - DNA interaction | MLL-CXXC / FITC-HOXA9 DNA fluorescence polarization | 290,000 tested, 0.037% active | Histone-lysine N-methyltransferase 2A (Homo sapiens), Q03164 | Potency, µM (highest dose often 115 µM), for the others: top-dose activity change, negative = inhibition, actives largely listed as inhibitors; active means well fitted inhibition curve with a large enough effect in the polarisation, with a control signal flat, not every such curve was filed as active; inconclusive means small, poorly fitted or top-dose-only effect, or effect the other way, or a change in a side signal; inactive means no such curve, though single readings can be large or run the other way; the % refers to the polarisation; further: potency means the concentration at half of the fitted maximal effect
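Steps: dispense CXXC domain solution (7 uM) → pin compounds or unlabeled HOX-A9 DNA control → 5 min ambient → add FLSN-HOX-A9 solution (50 nM) → spin → 30 min ambient → fluorescence polarization. Tris pH 7.5/NaCl/DTT/BSA buffer.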
Menin-MLL TR inh: qHTS Assay for Inhibitors Targeting the Menin-MLL Interaction in MLL Related Leukemias: Competition With Texas Red Labeled MLL-derived Mutant Peptide; O00255; Menin + Texas Red MLL mutant peptide, fluorescence polarization; Potency, µM (highest dose often 61.6 µM), for the others: at the top dose FP activity change, negative = inhibition, usual class: inhibitors; 270,000 tested, 0.23% active; AID 1768, 2009; active means well fitted inhibition curve with a large enough effect in the polarisation, with a control signal flat, not every such curve was filed as active; inconclusive means small, poorly fitted or top-dose-only effect, or effect the other way, or a change in a side signal; inactive means no such curve, though single readings can be large or run the other way; the % refers to the polarisation; further: potency means the concentration at half of the fitted maximal effect; % of control where 0% means no effect; many of its hits are not listed in these tables
S-ASM inh: Inhibitors of Secretory Acid Sphingomyelinase (S-ASM): qHTS; placental ASM, HMU-PC fluorogenic substrate, 60 min; Potency, µM (titrated, usually from 57.5 µM), inactives show at the top dose activity change, negative = inhibition, hits mostly inhibitors; 340,000 tested, 0.006% active; further: potency means the concentration at half of the fitted maximal effect
Target sequence (P17405 47-631 limits assumed): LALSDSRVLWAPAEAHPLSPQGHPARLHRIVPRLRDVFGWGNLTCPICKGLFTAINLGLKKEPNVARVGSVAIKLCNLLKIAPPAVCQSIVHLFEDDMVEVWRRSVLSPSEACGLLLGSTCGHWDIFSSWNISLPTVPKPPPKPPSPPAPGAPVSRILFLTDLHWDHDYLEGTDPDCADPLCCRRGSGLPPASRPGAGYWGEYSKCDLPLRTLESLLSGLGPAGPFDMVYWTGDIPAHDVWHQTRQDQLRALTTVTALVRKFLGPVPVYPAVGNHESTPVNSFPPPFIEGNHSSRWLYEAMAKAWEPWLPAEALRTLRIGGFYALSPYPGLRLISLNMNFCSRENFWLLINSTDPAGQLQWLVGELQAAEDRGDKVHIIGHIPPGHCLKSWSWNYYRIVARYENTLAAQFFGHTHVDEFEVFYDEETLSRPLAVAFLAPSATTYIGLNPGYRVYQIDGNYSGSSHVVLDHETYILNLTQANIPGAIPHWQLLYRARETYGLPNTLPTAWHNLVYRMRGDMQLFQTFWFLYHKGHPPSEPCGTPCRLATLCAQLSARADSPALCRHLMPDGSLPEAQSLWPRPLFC
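Steps: dispense placental human ASM, pin compound, wait 10 min at room temperature, add HMU-PC0 substrate at 9 uM final, incubate 60 min at 37 °C, add stop solution raising pH to 10, read fluorescence.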
Numbers without * were called inactive; ? = inconclusive; . = no result given; [ ] = dose if it differs, or a comment. Unless noted, the call rests on the fitted dose curve; in most records, active means well fitted curve in the direction sought with a large enough effect; inconclusive means small, poorly fitted or top-dose-only effect, or another doubt; inactive means no such curve, though single readings can be large; an effect the other way counts as inactive or inconclusive. An excerpt; count on the stated rates, not on these rows.

cpd	SMILES	TCR activator	PTAP TSG101 blk	AT treatment	a7 integrin act	TSHR antagonist
1	O=C(Nc1nccs1)c1cn(-c2ccccc2)nc1-c1ccccc1	-4%	-2%	.	1%	-17
2	Cc1ccc(C(=O)Nc2ccc(N3CCN(C(=O)c4cccs4)CC3)cc2)c(Cl)c1	5%	2%	0%	-29%	-30
3	CC(=O)Nc1ccc(S(=O)(=O)N2CCN(S(=O)(=O)c3ccc(NC(C)=O)cc3)CC2)cc1	8%	-1%	6%	0%	7
4	O=[N+]([O-])c1ccc(Oc2ncccn2)cc1	-1%	1%	.	0%	.
5	O=C(NCc1ccc(OC(F)(F)F)cc1)C1CC(c2c(Cl)cccc2Cl)=NO1 (stereo not drawn)	-2%	-2%	5%	-26%	4
6	O=C(CCN1CCN(c2ccccc2)CC1)Nc1ccccc1	5%	2%	3%	10%	2
7	Cn1cnnc1SCC(=O)NC(=O)NCc1ccccc1	1%	0%	3%	15%	1
8	CCOC(=O)C(=O)C1=CN(Cc2ccccc2)C=C(C#N)C1	1%	0%	-6%	-8%	5
9	CCN(CC(=O)Nc1ccccc1Br)Cc1nc2ccccc2c(=O)[nH]1	5%	-9%	-13%	14%	10
10	Cc1ccc(S(=O)(=O)NCC(c2ccc3c(c2)OCO3)N2CCN(c3ccccc3)CC2)cc1 (stereo not drawn)	3%	-2%	4%	-20%	-6
11	Cc1ccc(C(=O)N2CCCC(c3ccccc3)=N2)cc1	3%	-2%	2%	-11%	-2
12	CN(CC(=O)Nc1ccccc1Cl)C(=O)CCSc1ccc(F)cc1	-1%	0%	1%	1%	-17

cpd	MBNL1 CUG block	Mito fusion yeast	CXXC DNA block	Menin-MLL TR inh	S-ASM inh
1	0%	8%	-4%	?	-21%
2	4%	-6%	-10%	-10%	?
3	0%	2%	11%	-1%	-3%
4	.	.	.	.	7%
5	-7%	3%	-8%	18%	-11%
6	1%	-3%	2%	3%	1%
7	.	0%	.	.	1%
8	?	-1%	11%	-6%	13%
9	0%	4%	-9%	-6%	-4%
10	.	16%	.	.	-6%
11	-6%	6%	-3%	-9%	-1%
12	.	16%	.	.	-4%

(further entries)
cpd	SMILES	TCR activator	PTAP TSG101 blk	AT treatment	a7 integrin act	TSHR antagonist
13	CN(C(=O)CSc1nnc(-c2ccc(Cl)cc2)n1CC1CCCO1)C1CCS(=O)(=O)C1 (stereo not drawn)	8%	-2%	0%	24%	4
14	Cc1cnc(NC(=O)c2cccc(S(=O)(=O)N3CCOCC3)c2)s1	-6%	3%	10%	0%	11
15	CCCCn1c(N)c(N(CC(C)C)C(=O)c2cc(-c3ccc(OC)c(OC)c3)nc3ccccc23)c(=O)[nH]c1=O	-2%	-6%	?	7%	-9
16	CS(=O)(=O)N(CC(=O)NCC1CCCO1)c1cccc([N+](=O)[O-])c1 (stereo not drawn)	-2%	-4%	-1%	-5%	23
17	CCCNC(=O)c1cccc(NC(=O)C(C)C)c1	10%	-4%	-2%	0%	-3
18	COc1ccc(NS(=O)(=O)c2cc(NC(=O)c3cnc(C)cn3)ccc2N2CCCCC2)cc1	3%[46.1 µM]	-5%	6%	-15%	-12
19	CN(C(=O)CSc1nc2sc3c(c2c(=O)n1C)CCC3)C1CCS(=O)(=O)C1 (stereo not drawn)	1%	0%	3%	8%	-2
20	Cc1cc2nccc(-c3ccco3)n2n1	1%[46.1 µM]	-2%	-1%	1%	-4
21	O=C(CN1C(=O)S/C(=C\c2ccccc2)C1=O)NC1CCS(=O)(=O)C1 (stereo not drawn)	-3%	-4%	-2%	-10%	14
22	COc1cccc(C(=O)Nc2cnc(NC(=O)c3ccco3)cc2C)c1	0%	-4%	6%	28%	0
23	CCC1=NN2C(=N)/C(=C\c3ccc(OCc4cc(=O)n5nc(CC)sc5n4)c(OC)c3)C(=O)N=C2S1	0%	-4%	-2%	?	-5
24	CNC(=S)NNc1nc(-c2ccccc2)c2cc(Cl)ccc2n1	-6%	0%	.	-26%	.

cpd	MBNL1 CUG block	Mito fusion yeast	CXXC DNA block	Menin-MLL TR inh	S-ASM inh
13	-10%	-5%	3%	8%	1%
14	.	2%	.	.	1%
15	.	8%	.	.	9%
16	14%	-2%	3%	3%	6%
17	-4%	-2%	1%	-5%	6%
18	12%	21%	4%	22%	-8%
19	.	0%	.	.	-2%
20	-7%[11.5 µM]	26%	3%	-4%	19%
21	?	1%	13%	.	-3%
22	10%	-1%	10%	43%[activator]	-3%
23	0%	-1%	-14%	26%	-1%
24	.	.	.	.	-6%

The list continues:
cpd	SMILES	TCR activator	PTAP TSG101 blk	AT treatment	a7 integrin act	TSHR antagonist
25	COc1cccc(NC(=O)CN(C)C(=O)c2ccc(-n3cncn3)c([N+](=O)[O-])c2)c1	0%	-3%	-5%	-7%	-5
26	CC(C)CN1CCC(C(=O)NCC2CCCO2)CC1 (stereo not drawn)	2%[46.1 µM]	-5%	.	9%	4
27	CCOCCOC(=O)C1=C(C)NC(=O)NC1c1ccc2c(c1)OCO2 (stereo not drawn)	0%	-8%	-4%	5%	6
28	O=C(CNC(=O)c1ccc2c(c1)OCCO2)N=Nc1c(O)[nH]c2ccccc12	1%	1%	-4%	27%	-6
29	Cc1cc(Br)c(NC(=O)C(C)Sc2nnnn2C)c(Br)c1 (stereo not drawn)	6%	-2%	0%	-5%	16
30	CCCCn1c(=O)[nH]c(=O)c2c1nc(-c1ccc([N+](=O)[O-])cc1)n2CC	-7%	-1%	4%	-22%	7
31	NS(=O)(=O)c1cccc(NC(=O)COC(=O)/C=C/c2ccco2)c1	4%	0%	-4%	-26%	6
32	O=C(NN=C1CCCC1)c1ccccc1OCCOc1ccccc1	-1%	-2%	-4%	9%	-2
33	C[C@@H](NC(=O)c1nc[nH]c1C(=O)N(C)Cc1ccccc1)c1ccccc1	9%	.	6%	-8%	-12
34	Cc1ccc(-n2nc3c(=O)n(CC(=O)NCc4ccccc4)nc(C)c3c2C)cc1	-5%	-2%	-5%	3%	-4
35	COCCN(Cc1nc(-c2ccc(C(F)(F)F)cc2)no1)C(C)C	0%	-3%	6%	0%	-10
36	CNC(=O)c1sccc1SCc1ccc(Cl)cc1Cl	1%	-4%	.	16%	-38
37	CNC(=S)NNC(=O)c1cccn(Cc2ccccc2)c1=O	.	3%	1%	-9%	8
38	Nc1cccc(CN2CCCC2)c1	2%	0%	-2%	-10%	15

cpd	MBNL1 CUG block	Mito fusion yeast	CXXC DNA block	Menin-MLL TR inh	S-ASM inh
25	.	2%	.	.	-1%
26	?	2%	-1%	-2%	-3%
27	-7%	-2%	0%	4%	-3%
28	?	-3%	-2%	2%	-2%
29	.	5%	.	.	5%
30	?	2%	-5%	?	0%
31	?	-5%	19%	0%	-2%
32	.	-1%	-5%	?	0%
33	.	3%	.	.	4%
34	-6%	-9%	-4%	0%	0%
35	13%	1%	-5%	-11%	2%
36	-1%	22%	-12%	-8%	-3%
37	-9%	2%	-9%	-9%	5%
38	-5%	-1%	8%	-4%	6%

Of the compounds above, three contain a furan ring, fused or not:
cpd	SMILES	TCR activator	PTAP TSG101 blk	AT treatment	a7 integrin act	TSHR antagonist
20	Cc1cc2nccc(-c3ccco3)n2n1	1%[46.1 µM]	-2%	-1%	1%	-4
22	COc1cccc(C(=O)Nc2cnc(NC(=O)c3ccco3)cc2C)c1	0%	-4%	6%	28%	0
31	NS(=O)(=O)c1cccc(NC(=O)COC(=O)/C=C/c2ccco2)c1	4%	0%	-4%	-26%	6

cpd	MBNL1 CUG block	Mito fusion yeast	CXXC DNA block	Menin-MLL TR inh	S-ASM inh
20	-7%[11.5 µM]	26%	3%	-4%	19%
22	10%	-1%	10%	43%[activator]	-3%
31	?	-5%	19%	0%	-2%

Screening data (PubChem)
